Source: PubChem (several laboratories)
COUP-TFII inh: NR2F2 transcriptional activity inhibitors, primary screen, cell-based, luciferase reporter, HEK293T, luminescence | COUP transcription factor 2 (Homo sapiens), P24468 | HEK293T NGFI-A luciferase reporter | inhibition, % at 8.6 µM | actives 0.7% (n = 370,000);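 active means inhibition above a per-plate cutoff, mean inhibition of test wells between control levels plus 3 SD, cut at about 38% in these data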;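 further: cells cotransfected with COUP-TFII expression vector driving the NGFI-A reporter; 0% = median of COUP-TF2 test wells and 100% = reporter-only cells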
TWEAK Fn14 block: inhibitors of TWEAK-Fn14 signaling, primary screen, luciferase reporter cells, uHTS; TWEAK-stimulated Fn14 reporter cells, luciferase luminescence, 8 h; actives 2% (n = 360,000); AID 1159606, 2016; inhibition, % at 10 µM; in the data active means inhibition above about 50%
TLR9-MyD88 inh: inhibitors of TLR9-MyD88 association in cells, primary screen, cell-based, CHO, BLA complementation, fluorescence; inhibition, % at 4.98 µM; AID 504734, 2011; actives 0.21% (n = 340,000); CCF4 FRET ratio;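 active means inhibition above the mean over all tested compounds plus 3 SD, cut at about 21% in these data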;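 further: 0% = DMSO only wells and 100% = clavulanate BLA inhibitor control wells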
LRH-1 inv ag: LRH-1 (NR5A2) inverse agonists, primary screen, cell-based, luminescence, HEK293T, StAR-luciferase reporter; inhibition, % at 3.6 µM; LRH-1 transfected, 24 h; actives 0.13% (n = 360,000); Nuclear receptor subfamily 5 group A member 2 (Homo sapiens), O00482;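 active means inhibition above the mean inhibition of all tested compounds plus 3 SD, cut at about 73% in these data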;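 further: 0% = DMSO wells and 100% = reporter-only cells lacking LRH-1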
TROY NFkB inh: inhibitors of TROY-driven NF-kB signaling, primary screen, Q293 LMP1-TROYcd cells, NF-kB luciferase, uHTS; Q293 LMP1-TROYcd NF-kB luciferase reporter, 4 h; inhibition, % at 10 µM; actives 0.98% (n = 360,000); AID 1347056, 2019;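 active means compounds whose plate-normalised and pattern-corrected inhibition of the luciferase reporter signal at the single screening dose is 50% or more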
NCOA2 inhibitor: inhibition of GAL4-SRC2 driven luciferase reporter, primary screen, SRC2 inhibitor project, cell-based, luminescence | Nuclear receptor coactivator 2 (Homo sapiens), Q15596 | inhibition, % at 9 µM | HEK293 GAL4-SRC2 luciferase reporter | actives 0.17% (n = 370,000);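 active means inhibition above the mean inhibition of all tested compounds plus 3 SD, set per campaign, cut at about 52% in these data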;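 further: 0% = DMSO treated cells and 100% = cells given Gossypol at 36 µM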
Granule exo inh: LAMP-1 surface exposure blockers, TALL-104 cells – cell-based, flow cytometry, MLPCN library, primary screen; inhibition, % at 10 µM; TALL-104 LAMP-1 surface exposure; cells stimulated with thapsigargin and PMA; actives 0.66% (n = 360,000);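 active means inhibition above about 55%, limit read from the data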
NOD2 RIPK2 PPI: NOD2-RIPK2 binding disruptors in cells, primary screen, fluorescence, CHO cells, BLA complementation | Receptor-interacting serine/threonine-protein kinase 2 (Homo sapiens), O43353 | CCF4 ratio | inhibition, % at 4.98 µM | actives 0.38% (n = 360,000) | AID 624267, 2012; in the data active means inhibition above about 21%;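 further: 0% = vehicle only and 100% = reference blocker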
ABHD5-PLIN5 inh: ABHD5-PLIN5 interaction inhibitors, primary screen, cell lysate, split luciferase complementation, luminescence; Perilipin-5 (Homo sapiens) + 1-acylglycerol-3-phosphate O-acyltransferase ABHD5 (Homo …; Split G. princeps luciferase complementation, 4 h; inhibition, % at 4 µM; actives 0.78% (n = 360,000); AID 602281, 2012;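 active means inhibition above the mean inhibition across every tested compound plus 3 SD, cut at about 22% in these data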;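 further: 0% = DMSO only wells and the 100% control is not disclosed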
NCOA3 inh: SRC3 coactivator transcriptional activity inhibitors, primary screen, cell-based, luminescence; Nuclear receptor coactivator 3 (Homo sapiens), Q9Y6Q9; HEK293 GAL4-SRC3 luciferase reporter; inhibition, % at 3.6 µM; actives 0.17% (n = 360,000); AID 588352, 2011;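 active means inhibition above a per-campaign cutoff, the mean of all compounds plus 3 SD, cut at about 60% in these data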;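 further: 0% = DMSO-treated cells and 100% = gossypol-treated cells at 36 µM; higher means less SRC3-driven luciferase light from the GAL4 reporter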
Target sequence (Q9Y6Q9 whole entry, looked up, the tested form may be a part): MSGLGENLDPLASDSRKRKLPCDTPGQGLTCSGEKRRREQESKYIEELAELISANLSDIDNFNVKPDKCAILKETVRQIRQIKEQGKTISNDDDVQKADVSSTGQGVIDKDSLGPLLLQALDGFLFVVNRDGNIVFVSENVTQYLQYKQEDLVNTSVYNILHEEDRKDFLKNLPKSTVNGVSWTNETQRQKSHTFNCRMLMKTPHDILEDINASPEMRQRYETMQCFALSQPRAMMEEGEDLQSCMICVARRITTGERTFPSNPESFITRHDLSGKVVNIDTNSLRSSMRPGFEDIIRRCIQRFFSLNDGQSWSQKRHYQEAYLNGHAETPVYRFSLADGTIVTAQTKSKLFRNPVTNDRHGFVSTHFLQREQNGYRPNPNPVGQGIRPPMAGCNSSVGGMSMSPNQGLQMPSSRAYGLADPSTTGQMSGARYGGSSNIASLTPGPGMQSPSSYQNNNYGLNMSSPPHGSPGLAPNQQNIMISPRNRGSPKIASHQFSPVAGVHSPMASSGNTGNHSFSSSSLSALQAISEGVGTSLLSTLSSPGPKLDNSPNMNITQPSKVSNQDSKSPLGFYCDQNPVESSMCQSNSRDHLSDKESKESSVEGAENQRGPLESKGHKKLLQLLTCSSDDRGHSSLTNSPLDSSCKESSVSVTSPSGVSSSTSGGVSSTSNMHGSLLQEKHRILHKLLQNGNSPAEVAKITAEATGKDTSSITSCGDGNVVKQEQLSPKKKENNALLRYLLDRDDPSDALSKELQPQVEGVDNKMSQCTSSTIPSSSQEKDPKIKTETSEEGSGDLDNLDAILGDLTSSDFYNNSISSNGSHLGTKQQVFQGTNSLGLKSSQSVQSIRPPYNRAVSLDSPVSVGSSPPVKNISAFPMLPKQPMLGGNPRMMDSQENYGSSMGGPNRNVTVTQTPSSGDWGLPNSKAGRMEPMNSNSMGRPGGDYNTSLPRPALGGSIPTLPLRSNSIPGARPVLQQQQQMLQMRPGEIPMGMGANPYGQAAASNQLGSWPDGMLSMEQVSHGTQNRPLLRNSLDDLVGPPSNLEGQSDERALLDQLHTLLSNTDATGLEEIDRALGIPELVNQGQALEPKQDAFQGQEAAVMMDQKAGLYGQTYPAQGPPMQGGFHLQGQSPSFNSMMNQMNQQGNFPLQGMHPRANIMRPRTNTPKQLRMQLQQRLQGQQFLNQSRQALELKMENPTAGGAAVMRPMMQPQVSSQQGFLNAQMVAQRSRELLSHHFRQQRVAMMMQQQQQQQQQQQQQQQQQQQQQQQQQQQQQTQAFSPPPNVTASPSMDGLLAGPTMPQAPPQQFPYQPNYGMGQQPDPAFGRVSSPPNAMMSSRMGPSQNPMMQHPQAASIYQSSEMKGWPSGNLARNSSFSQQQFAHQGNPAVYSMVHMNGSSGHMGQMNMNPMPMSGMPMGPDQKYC
SRC1 inh: SRC1 coactivator transcriptional activity inhibitors, primary screen, cell-based, luminescence; Nuclear receptor coactivator 1 (Homo sapiens), Q15788; HEK293 GAL4-SRC1 luciferase reporter; inhibition, % at 3.6 µM; actives 0.12% (n = 360,000); AID 588354, 2011;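 active means inhibition above the campaign mean plus 3 SD, with each screening campaign given its own cutoff, cut at about 60% in these data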;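 further: 0% = DMSO treated cells and 100% = gossypol at 36 µM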
Active calls of the source: *; . = not tested or not shown. A portion of the library. The share of hits here may be higher or lower than overall.

(1) O=S(=O)(c1ccccc1)N(CC1CO1)c1cc(Cl)ccc1Cl (stereo unspecified)
(2) Cc1cccc(-c2nc(C#N)c(NC3CCCCC3)o2)c1
(3) O=C(NCC1CCCO1)c1ccc(CNS(=O)(=O)c2cccc(Cl)c2)cc1 (stereo unspecified)
(4) Cn1c(=O)c2c(nc(NC3CCCC3)n2C)n(C)c1=O
(5) COC(=O)/C=C1\SC(=NC(=O)c2ccc(-c3ccccc3)cc2)NC1=O
(6) CCCCCc1ccc(-c2ccc(=O)[nH]n2)cc1
(7) CCOc1ccc(CNC(=O)Cn2nc(C)c3c(C)n(-c4ccc(C)cc4)nc3c2=O)cc1
(8) N#Cc1c(NC(=O)CSc2nc3c(c(C(F)(F)F)n2)CCc2ccccc2-3)sc2c1CCCC2
assay / compound | 1 | 2 | 3 | 4 | 5 | 6 | 7 | 8
COUP-TFII inh | -16 | -55 | -13 | 9 | -32 | -7 | -8 | -11
TWEAK Fn14 block | 19 | -14 | 10 | 8 | 11 | -27 | 1 | -13
TLR9-MyD88 inh | -3 | 7 | -1 | -7 | -1 | 8 | 3 | -16
LRH-1 inv ag | 0 | -145 | 5 | -7 | -19 | -4 | 3 | 9
TROY NFkB inh | 9 | -32 | 12 | 7 | -25 | -42 | 9 | 0
NCOA2 inhibitor | 8 | -45 | -1 | 6 | -16 | -43 | -14 | -15
Granule exo inh | 0 | -20 | 0 | 2 | -2 | 3 | 0 | -1
NOD2 RIPK2 PPI | -6 | -3 | -1 | -5 | -3 | -14 | -7 | 3
ABHD5-PLIN5 inh | -3 | -12 | 1 | 9 | -8 | -6 | 1 | -8
NCOA3 inh | 10 | -58 | -2 | -7 | 0 | 4 | -20 | -4
SRC1 inh | 1 | -109 | -11 | -8 | -28 | -29 | -9 | 2

A draw from above in order of count of non-hydrogen atoms, largest number first.
(8) N#Cc1c(NC(=O)CSc2nc3c(c(C(F)(F)F)n2)CCc2ccccc2-3)sc2c1CCCC2
(7) CCOc1ccc(CNC(=O)Cn2nc(C)c3c(C)n(-c4ccc(C)cc4)nc3c2=O)cc1
(3) O=C(NCC1CCCO1)c1ccc(CNS(=O)(=O)c2cccc(Cl)c2)cc1 (stereo unspecified)
(5) COC(=O)/C=C1\SC(=NC(=O)c2ccc(-c3ccccc3)cc2)NC1=O
(2) Cc1cccc(-c2nc(C#N)c(NC3CCCCC3)o2)c1
(4) Cn1c(=O)c2c(nc(NC3CCCC3)n2C)n(C)c1=O
(6) CCCCCc1ccc(-c2ccc(=O)[nH]n2)cc1
assay / compound | 8 | 7 | 3 | 5 | 2 | 4 | 6
COUP-TFII inh | -11 | -8 | -13 | -32 | -55 | 9 | -7
TWEAK Fn14 block | -13 | 1 | 10 | 11 | -14 | 8 | -27
TLR9-MyD88 inh | -16 | 3 | -1 | -1 | 7 | -7 | 8
LRH-1 inv ag | 9 | 3 | 5 | -19 | -145 | -7 | -4
TROY NFkB inh | 0 | 9 | 12 | -25 | -32 | 7 | -42
NCOA2 inhibitor | -15 | -14 | -1 | -16 | -45 | 6 | -43
Granule exo inh | -1 | 0 | 0 | -2 | -20 | 2 | 3
NOD2 RIPK2 PPI | 3 | -7 | -1 | -3 | -3 | -5 | -14
ABHD5-PLIN5 inh | -8 | 1 | 1 | -8 | -12 | 9 | -6
NCOA3 inh | -4 | -20 | -2 | 0 | -58 | -7 | 4
SRC1 inh | 2 | -9 | -11 | -28 | -109 | -8 | -29

Looked up above:
compound 8 in SRC1 inh has 2
compound 2 in SRC1 inh has -109

Some of the entries above, reformatted.
2: Cc1cccc(-c2nc(C#N)c(NC3CCCCC3)o2)c1
  COUP-TFII inh: -55
  TWEAK Fn14 block: -14
  TLR9-MyD88 inh: 7
  LRH-1 inv ag: -145
  TROY NFkB inh: -32
  NCOA2 inhibitor: -45
  Granule exo inh: -20
  NOD2 RIPK2 PPI: -3
  ABHD5-PLIN5 inh: -12
  NCOA3 inh: -58
  SRC1 inh: -109
3: O=C(NCC1CCCO1)c1ccc(CNS(=O)(=O)c2cccc(Cl)c2)cc1 (stereo unspecified)
  COUP-TFII inh: -13
  TWEAK Fn14 block: 10
  TLR9-MyD88 inh: -1
  LRH-1 inv ag: 5
  TROY NFkB inh: 12
  NCOA2 inhibitor: -1
  Granule exo inh: 0
  NOD2 RIPK2 PPI: -1
  ABHD5-PLIN5 inh: 1
  NCOA3 inh: -2
  SRC1 inh: -11

Other compounds follow.
(9) COc1cc2[nH]c(=S)n(CC3CCCO3)c(=O)c2cc1OC (stereo unspecified)
(10) Cc1cccc(C)c1OCC(O)Cn1c2ccccc2c2ccccc21 (stereo unspecified)
(11) CC(NC(=O)Cn1c(NCCO)nc2ccccc21)c1ccccc1 (stereo unspecified)
(12) CN1CCc2c(sc3c2c(=O)n(-c2ccc(Cl)cc2)c2nncn32)C1
(13) Cc1ccc([C@H]2C(C(=O)O)=CC[C@@H](c3ccc(Cl)cc3)N2S(=O)(=O)c2ccccc2C)cc1
(14) CCCn1c(O)c(N=Nc2ccc3ccccc3n2)c2ccccc21
(15) CC(=O)c1ccc(N2CCC(c3cc(-c4ccc(Cl)cc4Cl)n[nH]3)CC2)c([N+](=O)[O-])c1
(16) O=C(NCc1ccco1)c1n[nH]c(=O)c2ccccc12
assay / compound | 9 | 10 | 11 | 12 | 13 | 14 | 15 | 16
COUP-TFII inh | -4 | 6 | -17 | -3 | . | -8 | 4 | -21
TWEAK Fn14 block | 11 | 31 | -11 | 0 | 28 | -15 | 88* | -13
TLR9-MyD88 inh | 1 | -11 | -2 | -6 | -11 | -3 | 6 | -10
LRH-1 inv ag | -6 | -13 | 3 | -10 | 0 | -16 | -4 | 12
TROY NFkB inh | -2 | 6 | -9 | -23 | 38 | 13 | 49 | 9
NCOA2 inhibitor | 9 | 11 | 7 | -19 | . | -18 | 25 | -17
Granule exo inh | 0 | 2 | -1 | 1 | 16 | -2 | -3 | 4
NOD2 RIPK2 PPI | -4 | 2 | -13 | 5 | -3 | 0 | 0 | 1
ABHD5-PLIN5 inh | 10 | -15 | -1 | 3 | -3 | -6 | -3 | -2
NCOA3 inh | 12 | 8 | 3 | -14 | 8 | -30 | 22 | 9
SRC1 inh | 6 | 6 | -5 | 3 | 3 | -13 | -11 | 23

(17) O=C(CCl)Nc1ncc(S(=O)(=O)c2ccc([N+](=O)[O-])cc2)s1
(18) O=C(NC1=NCCS1)c1ccc(-c2ccc(Cl)cc2)o1
(19) O=S(=O)(NCc1ccccc1)c1ccc(Br)s1
(20) Cc1ccc2nc(SCC(=O)c3c(N)n(C)c(=O)n(C)c3=O)[nH]c2c1
(21) O=C(O)C1C=CC(C(=O)O)c2ccccc21 (stereo unspecified)
(22) O=C(NCC(F)(F)F)Nc1nnc(C(F)(F)F)s1
assay / compound | 17 | 18 | 19 | 20 | 21 | 22
COUP-TFII inh | 9 | -52 | -5 | -15 | 2 | 9
TWEAK Fn14 block | 2 | 2 | -1 | 7 | 3 | -7
TLR9-MyD88 inh | -16 | -13 | -11 | -10 | -2 | 3
LRH-1 inv ag | 33 | -159 | 7 | 2 | 14 | 17
TROY NFkB inh | -18 | -22 | 18 | -12 | 1 | 9
NCOA2 inhibitor | 6 | -28 | 14 | 21 | -11 | 15
Granule exo inh | -1 | -3 | -11 | 1 | 0 | 4
NOD2 RIPK2 PPI | -2 | -11 | -1 | 4 | 4 | 0
ABHD5-PLIN5 inh | 5 | -1 | -3 | 9 | 1 | 2
NCOA3 inh | -15 | -89 | 0 | 14 | 1 | 13
SRC1 inh | -4 | -106 | 1 | -25 | -2 | -16
